PhoP GFP inhibition – PhoP regulon inhibitors, Salmonella typhi PhoP promoter GFP reporter, confirmatory (AID 1850) | Salmonella Typhi PhoP-promoter GFP reporter, fluorescence, 4 h; higher % means a stronger effect | inhibition, % at 50 µM, or IC50 in µM where a hit was titrated | 310,000 compounds, 0.33% hits; in the data active means a potency from the dose series; inconclusive means inhibition mostly from about 25% at the one dose, without a potency; inactive means the rest, 99 in 100 with inhibition below about 19%;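 further: 0% = induced wells with vehicle and 100% = uninduced wells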
H37Rv inhibition – M. tuberculosis growth inhibition, HTS (AID 449762). M. tuberculosis H37Rv growth inhibition, 7H9 media; higher % means a stronger effect. inhibition, % at 25 µM, or IC50 in µM where a hit was titrated. 330,000 compounds, 0.59% hits; in the data active means a potency from the dose series; inconclusive means inhibition above about 70% without an active follow-up result;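 further: bacterial growth assessed after seven days of incubation; strong numbers were not always called active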
M. tuberculosis – growth inhibition of non-replicating M. tuberculosis (AID 488890). Mycobacterium tuberculosis non-replicating, growth inhibition; higher % means a stronger effect. inhibition, % at 25 µM; hits with a dose series show IC50 in µM. 320,000 compounds, 0.39% hits; in the data active means a potency from the dose series; inconclusive means inhibition mostly from about 82% at the one dose, without a potency; inactive means the rest, 99 in 100 with inhibition below about 76%;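 further: plate controls were DMSO cells for no effect and high antibiotic wells for full effect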
H1N1 NS1A inhibition – H1N1 influenza NS1A inhibitors, functional cell based assay (AID 504329) | NS1A functional cell-based assay, percent inhibition; higher % means a stronger effect | inhibition, % at 12.5 µM, or IC50 in µM where a hit was titrated | 340,000 compounds, 0.3% hits; in the data active means a potency from the dose series; inconclusive means inhibition above about 27% without an active follow-up result; further: strong numbers were not always called active
inhibitors of VEEV – inhibitors of VEEV TC-83 cytopathic effect, confirmation, Vero cells (AID 588727); Vero cells, VEEV TC-83 cytopathic effect inhibition; higher % means a stronger effect; 350,000 compounds, 0.13% hits; one-dose inhibition, % at 20 µM; IC50 in µM for titrated hits; in the data active means a potency from the dose series; inconclusive means inhibition mostly from about 14% at the one dose, without a potency; inactive means the rest, 99 in 100 with inhibition below about 12%; further: strong numbers were not always called active
inhibitors of VEEV 10K pilot screen – second read-out of inhibitors of VEEV, no call of its own (marks repeat the call); inhibition, %; measured here: 10K pilot screen inhibition
Starred values were filed as active, the others as inactive; i = inactive; ? = inconclusive; . = not tested or not shown; & = joins results of further samples.

SMILES	PhoP GFP inhibition	H37Rv inhibition	M. tuberculosis	H1N1 NS1A inhibition	inhibitors of VEEV	others
Cc1cc(NS(=O)(=O)c2ccc(Cl)cc2)nn1CC(=O)NCc1ccco1	7%	-4%	8%	-6%	2.7%
CN(CC(=O)OCC(=O)NCc1ccccc1)S(=O)(=O)c1ccc(F)cc1	.	-7%	-12%	-3%	i
COc1ccc(NC(=O)C2C3CCC(O3)C2C(=O)O)c(OC)c1 (centres undefined)	-5%	-3%	-4%	-3%	0.9%
O=C(Cc1ccccc1)Nc1cccc(C(=O)O)c1O	10%	-4%	1%	7%	i	inhibitors of VEEV 10K pilot screen=0.3
CCc1c(C)nn(C(=O)/C(C#N)=C\N(C)C)c1C	0%	-4%	-1%	-1%	0.6%
Cc1nc(C)c(C(=O)N2CCCC(C(=O)c3ccc4ccccc4c3)C2)s1 (centres undefined)	-10%	-1%	-1%	20%	7.1%
O=C(C1CCN(c2ncnc3c2nc2n3CCCCC2)CC1)N1CCCCC1	-3%	50%	-20%	0%	1.1%
CN1CCCN(C(=O)/C=C/c2ccc(F)cc2)CC1	-1%	-7%	5%	-3%	0.7%
O=C(CNS(=O)(=O)c1ccc([N+](=O)[O-])cc1)N/N=C\c1ccc(O)cc1	-3%	2%	7%	-25%	0.3%
COc1cc(C2Nc3cc(Cl)c(S(N)(=O)=O)cc3S(=O)(=O)N2)cc(OC)c1OC (centres undefined)	2%	-9%	-3%	-7%	0.9%
CCOc1cccc(C(=O)NNC(=O)C2C3C=CC(C3)C2C(=O)O)c1 (centres undefined)	-7%	0%	-8%	20%	0.6%
Cc1cc(C)cc(N2C(N)=NC(N)=NC2c2cccc(Cl)c2)c1 (centres undefined)	-13%	9%	39%	1%	0.8%
C=C(C)CN1C(=O)C(O)(CC(=O)c2ccc3c(c2)OCCO3)c2ccccc21 (centres undefined)	-1%	-3%	-4%	-12%	i
Cc1ccc(Cn2nc(C)c(NC(=O)c3cc(C)no3)c2C)cc1	.	2%	.	3%	1.8%
COc1cc(C(=O)N(C)Cc2cccc(OC)c2OC)ccc1OCC(=O)Nc1cccc(C(F)(F)F)c1	13%	57%	20%	-14%	3.5%
COc1cccc(OCC(O)CN2CCN(c3ncccn3)CC2)c1 (centres undefined)	-1%	5%	7%	-4%	i
CC(C)CCN(C(=O)c1ccc(Br)cc1)c1c(N)n(Cc2ccccc2)c(=O)[nH]c1=O	.	-5%	42%	-20%	3.8%
CCc1noc(C)c1C(=O)N1CCCC(N2CCN(c3ccccc3F)CC2)C1 (centres undefined)	-17%	-18%	7%	4%	1.8%
CCn1c(SC)nnc1-c1sc2cc(Cl)ccc2c1Cl	7%	0%	-12%	11%	5.0%
Cc1ccc(S(=O)(=O)O/N=C2\CCCc3ccccc32)cc1	6%	-5%	.	-2%	1.0%
CC(=O)c1c(C)[nH]c(C(=O)OCC(=O)c2c(N)n(CC(C)C)c(=O)n(C)c2=O)c1C	.	-9%	23%	-9%	11%
CC(C)(C)OC(=O)N1CCC(c2c(C(=O)N3CCN(C(=O)c4ccco4)CC3)cnn2-c2cccc(Cl)c2)CC1	-14%	-3%	7%	0%	1.5%
C[N+]12CCC(CC1)C(OC(=O)C(O)(c1ccccc1)c1ccccc1)C2 (centres undefined)	3%&-6%	2%	-1%	0%	0.9%
CC(C)(C)NC(=O)C(c1ccc(-c2ccccc2)cc1)N(C[C@H]1CC[C@@H]([C@@H]2CC[C@H](CO)O2)O1)C(=O)c1ccc2ccccc2c1 (some centres undefined)	.	.	.	3%	13%
CC(=O)Nc1ccc(S(=O)(=O)N(C)CC(=O)OCC(=O)N2CCCCC2)cc1	-1%	-1%	-19%	-9%	1.0%
O=C(CSc1ncn[nH]1)N1N=C2/C(=C\c3ccco3)CCCC2C1c1ccco1 (centres undefined)	.	.	.	0%	3.2%
CCOc1ccc(/C=N/OCC(=O)Nc2cc(C)on2)cc1	-4%	29µM*	?	7%	i	inhibitors of VEEV 10K pilot screen=0.4
CCCn1c(CNC(=O)c2cccs2)nc2ccccc21	3%	1%	21%	-2%	0.1%	inhibitors of VEEV 10K pilot screen=0.5
COc1ccc(N(C(C)C(=O)N(C)Cc2ccccc2)S(C)(=O)=O)cc1 (centres undefined)	8%	2%	-16%	-4%	0.8%
O=C(N/N=C/c1cccc(F)c1)c1c(O)c2ccccc2[nH]c1=O	-6%	2%	3.2µM*	-5%	i
O=C1c2ccccc2C(=O)N1c1ccc(S(=O)(=O)N2CCN(c3ccccc3)CC2)cc1	-3%	8%	-11%	-8%	1.1%
CCN(CC(=O)Nc1c(F)cccc1F)C(=O)c1cc(-c2cccs2)nn1-c1ccccc1	-2%	-5%	-16%	-6%	10.0%
CN(Cc1ccccc1)C(=O)COC(=O)CCN1C(=O)C2CC=CCC2C1=O (centres undefined)	.	-3%	6%	-2%	0.9%
COc1ccc(OCC(=O)Nc2ccccc2N2CCN(C)CC2)cc1	-8%	0%	2%	2%	11%
COc1ccc(CCN(Cc2cccs2)S(=O)(=O)c2ccc(S(=O)(=O)N3CCCCCC3)cc2)cc1OC	-7%	-10%	-9%	-4%	i
O=C(Nc1ccc(-c2cccc(F)c2)cc1)C1CCCN(Cc2ccccn2)C1 (centres undefined)	-9%	?	?	0%	5.6%
CCS(=O)(=O)N1CCC(C(=O)NCCc2ccc(C)cc2)CC1	-4%	0%	4%	-26%	i
CCN(CC)S(=O)(=O)c1cc(NS(=O)(=O)c2ccc(Cl)c(C(=O)O)c2)ccc1C	10%	-11%	-6%	-20%	0.9%
CCOC(=O)c1sc2nc(CC(=O)OC)nc(NCc3ccco3)c2c1C	.	.	.	16%	8.8%
O=C1CCCC(c2ccccc2)N1 (centres undefined)	-27%	-2%	6%	15%	0.4%

The list goes on, overlapping the part above by 4 compounds.
SMILES	PhoP GFP inhibition	H37Rv inhibition	M. tuberculosis	H1N1 NS1A inhibition	inhibitors of VEEV	others
CCS(=O)(=O)N1CCC(C(=O)NCCc2ccc(C)cc2)CC1	-4%	0%	4%	-26%	i
CCN(CC)S(=O)(=O)c1cc(NS(=O)(=O)c2ccc(Cl)c(C(=O)O)c2)ccc1C	10%	-11%	-6%	-20%	0.9%
CCOC(=O)c1sc2nc(CC(=O)OC)nc(NCc3ccco3)c2c1C	.	.	.	16%	8.8%
O=C1CCCC(c2ccccc2)N1 (centres undefined)	-27%	-2%	6%	15%	0.4%
Cc1cccc(N(CC(=O)NC2CCCC2)C(=O)CNC(=O)c2ccco2)c1C	8%	-16%	6%	4%	1.0%
CCn1cc(S(=O)(=O)CC(=O)Nc2ccc3c(c2)OCO3)c2ccccc21	3%	-5%	-12%	2%	2.9%
CCCn1c(SCC(=O)Nc2ccc(Cl)cc2F)nc(O)cc1=O	.	9%	34%	-20%	2.4%
CCc1c(O)cc2n(c1=O)-c1ccc(Cl)cc1C2(C)C	-6%	-3%	14%	3%	i
COCCn1c(SCC(=O)Nc2ccccc2OC)nc2ccccc2c1=O	-4%	2%	26%	-2%	1.6%
O=C(NCc1ccncc1)c1cccc(Cn2cc(Br)cn2)c1	12%	-5%	-1%	-9%	0.2%
CCOC(=O)N1CC=C2C(C#N)=C(N)C(C#N)(C#N)[C@H](c3cccs3)C2C1 (some centres undefined)	-2%	-2%	15%	-1%	5.4%
CCCNC(=O)c1ccc(N2CCC3(CC2)CC(c2cccc(Br)c2)=NO3)c(NC(=O)c2c(Cl)cccc2Cl)c1	9%	7%	-31%	-1%	0.1%
O=C(NCc1ccc(Cl)cc1)c1ccc(S(=O)(=O)N2CCCCC2)cc1	.	-9%	-18%	-6%	0.4%
CCn1c(SCC(=O)Nc2ccc(C)cc2)nc2nc3c(cc2c1=O)CCCC3	-2%	0%	-7%	-4%	1.2%
CCCCNC(=O)c1c(N)n(CCCOC)c2nc3ccccc3nc12	-2%	?	23%	-31%	i
COc1ccc(C(=O)COC(=O)CSCc2c(C)noc2C)cc1OC	-7%	2%	-7%	-3%	i
O=C(NCC1CCCO1)C1CCCN(S(=O)(=O)c2cccc(C(F)(F)F)c2)C1 (centres undefined)	-5%	9%	-12%	4%	0.8%
COc1ccc(N2CCN(C(=O)Cc3ccc(S(=O)(=O)N4CCOCC4)s3)CC2)cc1	18%	-2%	12%	-3%	1.3%
C=CCN(CC=C)c1nc2ccccc2nc1C(C#N)C(=O)OC(C)C (centres undefined)	-5%	2%	25%	1%	6.9%
CCCCN=C(NNc1ccc(Br)cc1)C(=O)OCC	-7%	?	?	3%	0.9%
Nc1ccc2c(c1)Cc1c(F)cccc1-2	.	.	.	0%	2.8%
OCCC1CN(Cc2ccccc2OC2CCCC2)CCN1Cc1ccsc1 (centres undefined)	2%	-1%	76%	1%	0.3%
Fc1ccc(CSc2nnc(-c3cccs3)o2)cc1	4%	18%	?	-4%	0.1%
Cc1ccc(OCC(=O)Nc2ccc(C(N)=O)cc2)cc1	6%	-3%	11%	-4%	0.5%

Reprinted from the part before: three entries, then new ones.
SMILES	PhoP GFP inhibition	H37Rv inhibition	M. tuberculosis	H1N1 NS1A inhibition	inhibitors of VEEV	others
OCCC1CN(Cc2ccccc2OC2CCCC2)CCN1Cc1ccsc1 (centres undefined)	2%	-1%	76%	1%	0.3%
Fc1ccc(CSc2nnc(-c3cccs3)o2)cc1	4%	18%	?	-4%	0.1%
Cc1ccc(OCC(=O)Nc2ccc(C(N)=O)cc2)cc1	6%	-3%	11%	-4%	0.5%
CCCNC(=O)CN1C(=O)COc2ccc(S(=O)(=O)N3CC(C)CC(C)C3)cc21 (centres undefined)	3%	-1%	6%	-5%	i
CC(=O)N1CCN(S(=O)(=O)c2cccc(C(=O)Nc3ccccc3N3CCCC3)c2)CC1	-3%	0%	9%	12%	2.2%
COc1ccc(C)cc1NC(=O)c1ccccc1N(C)S(=O)(=O)c1ccccc1	-10%	-9%	23%	0%	0.6%
CCCn1cnc2c(SCc3ccccc3F)nc(N)nc21	.	.	.	-11%	4.5%
CCOc1[nH]n(-c2ccc(Cl)cc2)c(=O)c1C=Nc1ccc(OC)cc1	-11%	.	-9%	7%	1.4%	inhibitors of VEEV 10K pilot screen=2.2
Cc1cc(C)n(C(=O)c2ccccc2[N+](=O)[O-])n1	-9%	-4%	1%	2%	i
COc1cccc(NC(=O)Cc2nnc(SCC(=O)NC3=NCCS3)n2C)c1	2%	-8%	-5%	-10%	0.6%
CCC(=O)Nc1nonc1-c1nc2ccccc2n1N(C(=O)CC)C(=O)CC	1%	0%	10%	2%	0.4%
CCC(C)(C)NC(=O)C(c1ccc(OC)cc1)N(Cc1cccs1)C(=O)CCC(=O)Nc1cc(C)on1 (centres undefined)	-5%	4%	32%	3%	8.2%
O=C(NCCN1CCCC1)C1(S(=O)(=O)c2ccc(Cl)cc2)CC1	-6%	-13%	12%	3%	i
O=C(c1ccc(F)cc1)N1CCN(Cc2ccccc2Br)CC1	10%	4%	-8%	7%	1.4%
CCC(C(=O)O)n1cnc2scc(-c3ccc(C)c(C)c3)c2c1=O (centres undefined)	-8%	-6%	9%	19%	i
O=C(CN1C(=O)NC2(CCCCC2)C1=O)NNC(=O)C1CC1	.	0%	-17%	9%	0.7%
O=C(O)c1cccc(NS(=O)(=O)c2ccc3c(c2)OCCCO3)c1	15%	-3%	-2%	-1%	0.5%
COc1cccc(NC(=O)CN(C)CC(=O)Nc2ccc(Cl)cc2[N+](=O)[O-])c1	21%	-2%	-10%	9%	7.3%

Screening results (PubChem)
